Giardia kill: Small Molecules that selectively kill Giardia lamblia: qHTS; Giardia lamblia trophozoite viability; activity change, % at 7.66 µM, hits read low; AID 540267, 2011; 0.15% of 340,000 active; in the data active = activity change below about -80%; inconclusive = between about -30% and that limit;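 also: parasites exposed to compound for two days anaerobically before the ATP read; % is scaled to controls: 0 for no effect and ±100 for the full control effect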
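Viability, read as ATP luminescence: trophozoites at 100 cells/well, compound added, 48 hrs anaerobic at 37 deg C, then 15-30 min room-temperature development before reading.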
Integrin act MD: qHTS for Activators of Integrin-Mediated Alleviation for Muscular Dystrophy; alpha7betagal myoblasts, beta-gal FDG fluorescence, 48 h; Potency, µM (top dose mostly 38.3 µM), inactives show at the highest dose activation, most hits filed as activators; 0.064% of 350,000 active; AID 624291, 2012;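 also: potency is read from the fitted curve at half-maximal effect; 100% = response of the positive control SU9516; nearly all actives have a fitted effect of over 60% in size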
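alpha7betagal+/- myoblasts (passage 13, 250/well) treated 48 h at 37C with compounds at 1:260 dilution of DMSO stock. Lysed, then beta-galactosidase activity read as FDG fluorescence (ex 480/em 540) after 30 min, with pre-read for autofluorescence.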
PTAP TSG101 blk: qHTS Assay for Iinhibitors of HIV-1 Budding by Blocking the Interaction of PTAP/TSG101; Tumor susceptibility gene 101 protein (Homo sapiens), Q99816; Fluorescence polarization, FITC-PTAP peptide / Tsg101 binding; Potency, µM (top dose mostly 115 µM), inactives show top-dose activity change, negative = inhibition, most hits filed as inhibitors; 340,000 tested, under 10 active; active = well fitted inhibition curve with a large enough effect in the main read-out, with a control signal flat, not every such curve was filed as active; inconclusive = small, poorly fitted or top-dose-only effect, or effect the other way, or a change in a side signal; inactive = no such curve, though single readings can be large or run the other way; also: potency is read from the fitted curve at half-maximal effect; % of control where 0% means no effect
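Tsg101 binding domain (10 uM final) was mixed with compound and a FITC-labeled PTAP peptide (50 nM final) in HEPES pH 7.5 buffer with NaCl, Tween 20, EDTA and TCEP; fluorescence polarization was read after 20 min at r.t.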
PKM2 activator: qHTS Assay for Activators of Human Muscle isoform 2 Pyruvate Kinase; purified PKM2, Kinase-Glo ATP luminescence, activation; response scale: 0% is enzyme alone, no compound; Potency, µM (titrated, usually from 57.5 µM), inactives show top-dose activation, hits mostly activators; AID 1631, 2009; 0.34% of 260,000 active; also: potency is read from the fitted curve at half-maximal effect; % is scaled to controls: 0 for no effect and ±100 for the full control effect; nearly all actives have a fitted effect of over 55% in size
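Kinase-Glo luminescence reports ATP generated from ADP (0.1 mM) and PEP (0.5 mM) by purified hPK-M2 after 1 h at room temperature, pH 7.2 imidazole buffer; intermediate enzyme activity allows detecting inhibitors and activators.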
BCR signal inh: qHTS Assay to Find Inhibitors of Chronic Active B-Cell Receptor Signaling | Potency, µM (titrated, usually from 46.1 µM), for inactives: at the highest dose ratio change, negative = lower green/red ratio, usual class: inhibitors | AID 493014, 2011 | ABC-DLBCL IkBa-CBG/CBR reporter, luminescence ratio, 4 h | 0.05% of 340,000 active; active = well fitted inhibition curve with a large enough effect in the signal ratio, with a control signal flat, not every such curve was filed as active; inconclusive = small, poorly fitted or top-dose-only effect, or effect the other way, or a change in a side signal; the % refers to the signal ratio;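 also: potency is read from the fitted curve at half-maximal effect; plate controls were basal doxycycline-induced cells for no effect and cells given 10 µM MG132 for full effect; MG132 reads +100%, hits lower the ratio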
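Doxycycline induced both beetle luciferases in TMD8 lymphoma cells; IKK-driven degradation limits the IkappaBalpha-fused green signal, while red luminescence normalises for cell number and nonspecific effects. Compounds tested up to 46 uM, 4 hrs.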
B2AR arrestin: qHTS assay of beta-arrestin-biased ligands of beta2-adrenergic receptor | Beta-2 adrenergic receptor (Homo sapiens), P07550 | beta-arrestin recruitment to beta2AR, cell-based reporter | Potency, µM (highest dose often 46.1 µM), without a hit: at the highest dose activation, most hits filed as activators | 0.02% of 330,000 active | AID 492947, 2010;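 also: potency is read from the fitted curve at half-maximal effect; 0% = DMSO controls and full agonism = EC100 isoproterenol or metaproterenol; nearly all actives have a fitted effect of over 65% in size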
FBPA coupling cs: qHTS Assay for Inhibitors of Fructose-1,6-bisphosphate Aldolase from Giardia Lamblia: Coupling assay counterscreen | coupling enzyme system counterscreen, AmpLite Red fluorescence | activity change, negative = inhibition, % at 58.2 µM, hits read low | 0.67% of 290,000 active; in the data active = activity change below about -30%; also: % is scaled to controls: 0 for no effect and ±100 for the full control effect
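Counterscreen of the coupled detection system alone, without aldolase: glyceraldehyde-3-phosphate coupling enzymes plus AmpLite Red readout. Compounds at 57.5 uM final, 10 min RT preincubation, 20 min RT reaction, fluorescence 525/598 nm.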
ASM inhibitor: Inhibitors of Secretory Acid Sphingomyelinase (S-ASM): qHTS | placental ASM, HMU-PC fluorogenic substrate, 60 min | Potency, µM (highest dose often 57.5 µM), for the others: at the top dose activity change, negative = inhibition, hits mostly inhibitors | 0.006% of 340,000 active | AID 504937, 2011; also: potency is read from the fitted curve at half-maximal effect
Target sequence (P17405 47-631 limits assumed): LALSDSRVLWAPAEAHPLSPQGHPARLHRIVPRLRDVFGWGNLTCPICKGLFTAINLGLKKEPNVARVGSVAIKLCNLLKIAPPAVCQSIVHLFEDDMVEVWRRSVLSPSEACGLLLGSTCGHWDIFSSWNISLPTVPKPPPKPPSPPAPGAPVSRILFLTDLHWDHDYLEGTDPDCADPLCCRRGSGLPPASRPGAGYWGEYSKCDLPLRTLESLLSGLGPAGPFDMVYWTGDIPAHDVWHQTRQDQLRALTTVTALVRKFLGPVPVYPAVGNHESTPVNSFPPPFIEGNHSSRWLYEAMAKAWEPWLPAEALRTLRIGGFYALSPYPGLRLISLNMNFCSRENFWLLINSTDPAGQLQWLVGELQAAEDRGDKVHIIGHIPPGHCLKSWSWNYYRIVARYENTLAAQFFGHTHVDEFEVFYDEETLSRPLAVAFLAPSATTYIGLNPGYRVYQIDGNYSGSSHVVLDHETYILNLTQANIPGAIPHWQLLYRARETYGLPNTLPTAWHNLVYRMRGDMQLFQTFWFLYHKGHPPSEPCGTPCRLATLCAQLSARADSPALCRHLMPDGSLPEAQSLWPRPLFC
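Fluorescence read-out (Ex 386 nm, Em 447 nm) after stopping the reaction at pH 10. Enzyme: ASM from human placenta; substrate HMU-PC0, 9 uM final; 60 min, 37 °C. Compound preincubation 10 min, ambient temperature.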
GALK inh: qHTS Assay for Inhibitors of Human Galactokinase (GALK); Potency, µM (series often up to 57.5 µM), for inactives: top-dose activity change, negative = inhibition, usual class: inhibitors; P51570; 0.007% of 270,000 active; Purified GALK, Kinase-Glo residual ATP luminescence; also: potency is read from the fitted curve at half-maximal effect; % is scaled to controls: 0 for no effect and ±100 for the full control effect
Target sequence (P51570 whole entry, looked up): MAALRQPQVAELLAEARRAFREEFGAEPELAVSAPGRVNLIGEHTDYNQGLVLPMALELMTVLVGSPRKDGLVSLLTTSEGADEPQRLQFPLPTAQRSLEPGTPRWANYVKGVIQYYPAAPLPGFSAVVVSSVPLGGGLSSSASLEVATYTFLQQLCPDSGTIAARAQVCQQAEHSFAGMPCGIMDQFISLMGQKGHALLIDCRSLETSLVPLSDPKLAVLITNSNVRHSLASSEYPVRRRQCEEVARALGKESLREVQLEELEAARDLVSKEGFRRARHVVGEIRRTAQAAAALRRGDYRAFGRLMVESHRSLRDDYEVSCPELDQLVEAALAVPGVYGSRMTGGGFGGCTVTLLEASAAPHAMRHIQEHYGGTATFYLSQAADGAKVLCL
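Human GALK (5 nM) with 35 uM ATP and 100 uM galactose in 20 mM HEPES pH 8.0, 5 mM MgCl2, 60 mM NaCl, 1 mM DTT, 0.01% BSA. After 1 h at room temperature, leftover ATP was read by Kinase-Glo Plus luminescence.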
Menin MLL FP TR: qHTS Assay for Inhibitors Targeting the Menin-MLL Interaction in MLL Related Leukemias: Competition With Texas Red Labeled MLL-derived Mutant Peptide | O00255 | Menin + Texas Red MLL mutant peptide, fluorescence polarization | Potency, µM (top dose mostly 61.6 µM), for inactives: top-dose FP activity change, negative = inhibition, most hits filed as inhibitors | 0.23% of 270,000 active; active = well fitted inhibition curve with a large enough effect in the polarisation, with a control signal flat, not every such curve was filed as active; inconclusive = small, poorly fitted or top-dose-only effect, or effect the other way, or a change in a side signal; inactive = no such curve, though single readings can be large or run the other way; the % refers to the polarisation; also: potency is read from the fitted curve at half-maximal effect; % of control where 0% means no effect; many of its hits are not listed in these tables
Tb PFK block: qHTS Assay to Find Inhibitors of T. brucei phosphofructokinase. 0.17% of 330,000 active. Potency, µM (titrated, usually from 57.5 µM), inactives show top-dose activity, negative = inhibition, hits mostly inhibitors. AID 485367, 2010. T. brucei PFK, ADP-Glo luminescence. ATP-dependent 6-phosphofructokinase (Trypanosoma brucei brucei), O15648;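 also: potency is read from the fitted curve at half-maximal effect; 0% = uninhibited 1x PFK enzyme wells and -100% = no-enzyme wells; nearly all actives have a fitted effect of over 60% in size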
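Luminescent ADP detection (ADP-Glo, two-step: ATP depletion then ADP-to-ATP conversion for luciferase) reported PFK activity after 45 min room-temperature reaction of 1.25 nM enzyme with 0.5 mM F6P and 0.1 mM ATP at pH 8.0.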
Numbers without * were called inactive; u = inconclusive; x = not tested or not shown; & = joins results of further samples; [ ] = remark or other dose. Unless noted, calls follow the shape of the dose curve; as a rule, active = well fitted curve in the direction sought with a large enough effect; inconclusive = small, poorly fitted or top-dose-only effect, or another doubt; inactive = no such curve, though single readings can be large; an effect the other way counts as inactive or inconclusive.

SMILES | Giardia kill | Integrin act MD | PTAP TSG101 blk | PKM2 activator | BCR signal inh | B2AR arrestin | FBPA coupling cs | ASM inhibitor | GALK inh | Menin MLL FP TR | Tb PFK block
CCOC(=O)c1nn(-c2ccccc2C)c2nc(CC(C)C)c(C#N)c(=O)n12 | -6 | -11% | -15% | 1% | 4% | -0.5% | 3 | -4% | 0% | -19% | -2%
COc1ccccc1N(O)C1CC(=O)N(c2ccc(F)cc2)C1=O (stereo not given) | -10 | 20% | -7% | -6% | u | 0.4% | -14 | -2% | 0% | -9% | -21%
NNC(=O)C12CC3CC(C1)CC(n1ncnn1)(C3)C2 | -26 | 28% | 0% | -1% | -1% | -0.4% | 1 | 4% | x | -3% | -3%
C=CCn1c(SCC(=C)C)nc2c1c(=O)[nH]c(=O)n2C | 7 | 11% | 1% | -4% | -1% | 0.5% | 3 | -1% | 0% | x | 3%
Cc1cc(NCCc2ccccc2F)n2ncnc2n1 | 4 | -17% | -1% | 6% | 4% | -0.2% | 2 | -5% | 4% | -1% | 0%
CCCCN(C(=O)/C=C/c1ccco1)c1c(N)n(CCC)c(=O)[nH]c1=O | -1 | 8% | 0% | -1% | -9% | -0.5% | 2 | 3% | 6% | 1% | -1%
Cc1c(C(=O)NC2CCCC2)oc2ccccc12 | -15 | -21% | -4% | x | 9% | 0.4% | x | -2% | x | x | -6%
CCOc1ccc(C(=O)C(C)OC(=O)Cn2[nH]c(=O)c3ccccc3c2=O)cc1 (stereo not given) | 12 | -7% | -2% | 1% | -4% | -0.2% | x | -1% | -1% | x | 2%
N#Cc1c(SCc2ccccc2)nc(N2CCOCC2)c2c1CCCC2 | 17 | -15% | 0% | 0% | 0% | -1.1% | 4 | -11% | 1% | -2% | 7%
COc1cc(NC(=S)N2CCN(S(=O)(=O)c3ccccc3)CC2)cc(OC)c1 | 0 | -1% | -2% | 6% | -4% | -0.1% | x | -2% | -6% | x | 1%

Part of the list above, with values under each structure.
Below each compound: Giardia kill	Integrin act MD	PTAP TSG101 blk	PKM2 activator	BCR signal inh	B2AR arrestin	FBPA coupling cs	ASM inhibitor	GALK inh	Menin MLL FP TR	Tb PFK block
> COc1ccccc1N(O)C1CC(=O)N(c2ccc(F)cc2)C1=O (stereo not given)
→ -10	20%	-7%	-6%	u	0.4%	-14	-2%	0%	-9%	-21%
> N#Cc1c(SCc2ccccc2)nc(N2CCOCC2)c2c1CCCC2
→ 17	-15%	0%	0%	0%	-1.1%	4	-11%	1%	-2%	7%
> CCOc1ccc(C(=O)C(C)OC(=O)Cn2[nH]c(=O)c3ccccc3c2=O)cc1 (stereo not given)
→ 12	-7%	-2%	1%	-4%	-0.2%	x	-1%	-1%	x	2%

Further results
SMILES | Giardia kill | Integrin act MD | PTAP TSG101 blk | PKM2 activator | BCR signal inh | B2AR arrestin | FBPA coupling cs | ASM inhibitor | GALK inh | Menin MLL FP TR | Tb PFK block
CC(=O)c1ccc(NC(=O)NC2CCCCCCC2)cc1 | 7 | -3% | -13% | 0% | 1% | 0.2% | x | -4% | -2% | x | 1%
COc1ccc(C2C(=O)c3ccccc3C2=O)cc1 | -9 | x | -6% | -1% | u | -0.6% | 5&-1 | -2% | 1% | 5%&-1% | -1%
O=C(CSc1nccn(-c2ccc(Br)cc2)c1=O)NC1CCCC1 | -7 | 16% | -3% | x | -10% | -0.1% | x | 57%[activator] | x | x | -4%
CC(C)Cn1c2nc3ccccc3nc2c2c(=O)n(CCN3CCOCC3)cnc21 | 13 | -1% | -4% | 0% | 11% | -0.2% | 3 | 321%[activator] | 0% | -17% | -4%
Cc1nc(NC(=O)COC(=O)CCc2ccccc2)c(Cl)cc1Cl | -23 | 4% | -6% | x | 1% | 0.0% | x | -2% | x | x | 0%
Cc1c(NS(=O)(=O)N2CCCCC2)c(=O)n(-c2ccccc2)n1C | u | 7% | -1% | 1% | -13% | -0.1% | 3 | -1% | -2% | x | 0%
CCCCC(=O)Nc1ccc(C(=O)NN2C(=O)c3ccccc3C2=O)cc1 | -11 | -20% | -3% | -4% | -1% | -0.3% | 2 | 0% | 1% | 17% | -3%
CC(C)CCn1c(SCC(=O)NC2CCS(=O)(=O)C2)nc2cc(Cl)ccc2c1=O (stereo not given) | -14 | -12% | -7% | x | 2% | 0.1% | x | 1% | x | x | -1%
O=C(NC(=S)Nc1ccccc1N1CCCC1)c1ccccc1[N+](=O)[O-] | -13 | -27% | 0% | 3% | 15% | 0.0% | 0 | -1% | -1% | u | -6%
CCOC(=O)N1CCN(S(=O)(=O)c2ccc(C(=O)Nc3sc4c(c3C(N)=O)CCN(CC)C4)cc2)CC1 | 19 | -59%[inhibitor] | -2% | x | u | 0.0% | x | 0% | -1% | x | 1%
Oc1ccc(/C=N/NC(=S)NCC2CCCO2)cc1 (stereo not given) | -3 | -18% | -8% | 5% | -21% | 0.0% | 0 | 15% | 0% | 1% | 0%
C=CCN1/C(=C(\C#N)C2=NS(=O)(=O)c3ccccc32)N(C)c2ccccc21 | -5 | 6% | 1% | -7% | 17% | -0.1% | -1 | -3% | 1% | -4% | -9%
COc1cc(NS(=O)(=O)c2ccc(Nc3nc(-c4ccccn4)cs3)cc2)nc(OC)n1 | -7 | 10% | -6% | -1% | 2% | 0.3% | 8 | -1% | -4% | u | 6%
Cc1cc(NC(=O)c2ccc(-c3ccc(F)c(Cl)c3)o2)no1 | 11 | 11% | 9% | 3% | u | 2.9% | 5 | 0% | -1% | 0% | 3%
O=C(O)CN1CCN(Cc2ccc(Cl)cc2)C1=O | 14 | -1% | -5% | -1% | u | 0.3% | 5 | 2% | x | 5% | 5%
Cc1cc(NS(=O)(=O)c2ccc(NC(=O)CCCOc3cccc(C)c3C)cc2)no1 | 0 | -21% | -3% | -1% | u | 0.2% | x | -8% | -5% | x | -1%
OC12CCCCC1C(c1ccc3c(c1)OCO3)N(Cc1ccccc1F)CC2 (stereo not given) | -5 | 6% | -4% | 17% | 11% | -0.4% | 0 | 4% | 0% | u | 3%
CN(C(=O)CN1CCN(c2cnn(-c3ccccc3)c(=O)c2Cl)CC1)C1CCS(=O)(=O)C1 (stereo not given) | 27 | -20% | 1% | x | 3% | 0.5% | x | -3% | x | x | -2%
CCOC(=O)C1=CN(Cc2cccc(-c3ccc(Cl)nc3)c2)S(=O)(=O)N(C)C1C (stereo not given) | 14 | 11% | 0% | x | -1% | -0.2% | x | -4% | x | x | -3%
Cc1noc(C)c1NC(=O)N(C)C[C@H]1Oc2c(NC(=O)Nc3ccc(C(F)(F)F)cc3)cccc2C(=O)N([C@H](C)CO)C[C@@H]1C | -7 | 0% | -1% | x | -3% | 0.3% | x | u | x | x | -2%
Cc1ccc(-c2n[nH]c3c2CCC3)cc1 | -14 | 8% | 0% | -3% | u | -1.1% | -1 | -1% | 4% | -3% | -6%
Cc1ccc(NC(=O)CSc2nc3ccccc3nc2N2CCOCC2)cc1 | -7 | -11% | -4% | 6% | -26% | -0.3% | 4 | -4% | x | 7% | 0%
CC(C)N1CN(c2ccccc2)C(=S)N(c2ccccc2)C1 | -5 | -36% | 2% | 1% | 7% | -0.3% | 2 | 2% | 0% | x | 1%
CCC(=O)N1CCc2cc(S(=O)(=O)N3CCCC3)ccc21 | -10 | -4% | 3% | x | 3% | 0.4% | x | 4% | -2% | x | -1%
COc1ccc(CCNC(=O)c2ccc3nc(N4CCCCC4)sc3c2)cc1OC | 7 | 17% | 0% | -1% | 17% | -0.5% | 1 | 0% | x | 13% | 2%
CC1CCCC(C)N1CCCNC(=O)CCn1c(=O)c2cccn2c2cccnc21 (stereo not given) | 3 | u | -5% | x | -2% | -1.5% | 2 | 2% | 8% | -4% | -3%

High-throughput results as filed in PubChem BioAssay.

A portion of the library (hit frequency here may not be typical).
